Screening results deposited in PubChem BioAssay by Broad Institute.
ERp5 inh: ERp5 (human) disulfide isomerase inhibition; Q15084; ERp5 insulin aggregation, absorbance 650 nm, 90 min; inhibition, % at 9.99 µM; 350,000 compounds, 0.05% hits;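 active = mean replicate inhibition above about 25%, with every replicate also reaching it, limit read from the data, passing the limit was not always enough; inconclusive = only one of those two criteria met; inactive = neither criterion met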
Target sequence (Q15084 whole entry, looked up): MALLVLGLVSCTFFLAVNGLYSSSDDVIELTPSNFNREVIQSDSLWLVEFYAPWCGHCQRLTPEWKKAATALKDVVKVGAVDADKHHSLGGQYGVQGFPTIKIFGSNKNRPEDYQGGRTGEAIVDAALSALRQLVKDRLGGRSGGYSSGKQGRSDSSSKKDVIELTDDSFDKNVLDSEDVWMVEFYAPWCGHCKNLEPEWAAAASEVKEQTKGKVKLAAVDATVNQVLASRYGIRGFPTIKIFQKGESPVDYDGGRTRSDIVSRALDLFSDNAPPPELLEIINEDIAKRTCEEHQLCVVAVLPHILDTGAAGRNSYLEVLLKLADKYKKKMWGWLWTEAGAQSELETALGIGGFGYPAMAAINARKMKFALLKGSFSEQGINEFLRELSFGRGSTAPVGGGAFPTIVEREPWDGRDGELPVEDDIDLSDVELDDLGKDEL
Cneo AK release: causes C. neoformans cell lysis; adenylate kinase release luminescence, 4 h; normalised: neutral wells 0, clomiphene wells 100; lysis activity, % at 15 µM; 360,000 compounds, 0.2% hits;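 active = mean lysis activity across replicates of at least 80%, whatever share of replicates individually reach that level; inactive = mean lysis activity below 80%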
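Material: C. neoformans cells | Amount: Yeast cell density of 5 × 10^6 cells/mL | Medium: Fresh YPD growth medium | Dosing: Single dose | Times: Static 4 h at 37 °C with compound, 1 h detection | Detection: AK luminescence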
ARNT TACC3 PPI: disruptors of human ARNT/TACC3 interaction; Q9Y6A5; AlphaScreen His-ARNT PAS-B/GST-TACC3 binding, luminescence; TACC3 fragment carries E629A point mutation; inhibition, % at 9.99 µM; 390,000 compounds, 0.66% hits;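 active = mean inhibition of replicates at least 50% and at least half of replicates each reaching 50%; inconclusive = half or more replicates reach 50% but mean below 50%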;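 also: 0% = complete ARNT plus TACC3 wells and 100% = ARNT alone without TACC3; many hits fall short of the cut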
miR-122 sensor: inhibitors of miR-122 in Huh7 cells; activation (reporter increase), % at 12.5 µM; Huh7 miR-122 Renilla luciferase sensor, 48 h; neutral wells = 0, positive control = 100; 340,000 compounds, 0.3% hits;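 active = mean replicate activation score at least 90 and every replicate individually at or above 90; inconclusive = only one of the two criteria met; inactive = neither criterion met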;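 also: higher luciferase means less miR-122 activity so hits act as miR-122 inhibitors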
esBAF inh: inhibitors of esBAF chromatin remodeling in mouse ES cells | Bmi1-luciferase knock-in reporter, 24 h; 100% = twice the neutral-well signal | reporter increase, % at 12.5 µM | 350,000 compounds, 2% hits; in the data active = activation above about 40%; inconclusive = no clear call, values can overlap the other calls;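 also: 0% = median of the plate's neutral control wells and 100% = double that signal; a rise in the Bmi1 reporter signal indicates esBAF inhibition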
C2C12 statin: protects C2C12 myotubes from simvastatin toxicity. ATP luminescence, 48 h; scaled: DMSO 0, geranylgeraniol control 100. rescue of ATP level, % at 7.49 µM. 330,000 compounds, 0.78% hits. AID 602340;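 active = mean ATP rescue above about 67%, or every replicate alone reaching that limit, limit read from the data, passing the limit was not always enough; inconclusive = no clear call, values can overlap the other calls; inactive = mean under the limit and some replicate under it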;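 also: myotubes were challenged with 10 µM simvastatin during compound exposure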
SIRT5 inh: blocks human SIRT5 desuccinylation of peptide; 330,000 compounds, 1.1% hits; Q9NXA8; Purified SirT5, succinyl-peptide AMC, trypsin-coupled fluorescence; inhibition, % at 15 µM; in the data active = inhibition above about 15%; inconclusive = no clear call, values can overlap the other calls
Target sequence (Q9NXA8 whole entry, looked up): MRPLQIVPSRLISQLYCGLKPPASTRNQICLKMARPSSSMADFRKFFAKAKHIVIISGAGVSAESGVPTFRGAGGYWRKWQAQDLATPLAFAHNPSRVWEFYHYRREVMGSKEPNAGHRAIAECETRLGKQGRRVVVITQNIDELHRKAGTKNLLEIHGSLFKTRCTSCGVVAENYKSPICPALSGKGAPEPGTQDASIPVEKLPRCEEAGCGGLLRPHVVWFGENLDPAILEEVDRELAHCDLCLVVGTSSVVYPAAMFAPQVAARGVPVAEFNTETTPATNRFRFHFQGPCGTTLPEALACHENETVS
* hit, by the source's call; ? = inconclusive; . = no result given; [ ] = remark or other dose.

[1] O=[N+]([O-])c1cncc([N+](=O)[O-])c1Nc1cccc(O)c1
[2] CCOc1ccc(C(=O)NCC(=O)OCc2cc([N+](=O)[O-])cc3c2OCOC3)cc1OCC
[3] Cc1cc(C(=O)NNc2ccc(F)cc2F)no1
[4] O=C(C[C@@H]1CC[C@H]2[C@@H](COC[C@@H](O)CN2C(=O)c2ccccc2)O1)NC1Cc2ccccc2C1
[5] COc1ccc(NC(=O)c2cc3ccccc3cc2OC)cc1
[6] CC/C(=N\NC(=O)CSc1ncccn1)c1ccc2c(c1)OCCO2
assay / entry,1,2,3,4,5,6
Cneo AK release,-1.6,-0.5,2.1,-2.0,-4.8,-2.6
C2C12 statin,22.0,-3.1,.,-4.1,-33.6,2.7
esBAF inh,-11.0,6.1,.,0.0,27.6,-3.4
SIRT5 inh,0.2,0.4,-2.6,6.8,2.1,-0.3
ERp5 inh,3.8,3.5,-2.9,-7.3,0.9,0.7
ARNT TACC3 PPI,18.4,1.7,-1.9,-2.3,-10.6,-0.3
miR-122 sensor,1.5,-11.2,0.0,-3.4[16.7 µM],13.0,-2.6

[7] COc1ccc(N2CC(O)=C(c3nc(C)cs3)C2=N)cc1
[8] CC(=O)c1cccc(NC(=O)CN2C(=O)C(=O)N(Cc3ccco3)C2=O)c1
[9] Cc1ccc(C(C(=O)NC2CCCCC2)N(C(=O)c2csnn2)C2CC2)o1 (stereo not drawn)
[10] COc1ccc(-c2ccc(C3C(C#N)=C(N)Oc4n[nH]c(C)c43)o2)cc1 (stereo not drawn)
[11] COc1ccc(OC(C)C(=O)N2CCOCC2)cc1 (stereo not drawn)
[12] CCN1CCN(C(=O)CCS(=O)(=O)c2cc3c(cc2Cl)NC(=O)CO3)CC1
assay / entry,7,8,9,10,11,12
Cneo AK release,1.0,-1.0,-1.0,-1.5,21.6,-1.0
C2C12 statin,-9.5,-10.8,.,-1.8,3.6,-0.9
esBAF inh,6.4,-0.8,2.1,8.3,13.6,-0.2
SIRT5 inh,0.0,-1.5,.,.,.,.
ERp5 inh,1.1,1.3,.,.,.,-5.7
ARNT TACC3 PPI,-20.9,-11.6,-0.5,19.8,-8.0,-4.7
miR-122 sensor,7.8,2.5,10.0,-2.6,-1.3,-5.0

[13] CN(C)c1ccc2nc3ccc(=O)cc-3sc2c1
[14] CC(C)[C@H](NC(=O)OCc1ccccc1)C(=O)OCC(=O)NC1(C#N)CCCC1
[15] C[C@H](CO)N1C[C@H](C)[C@H](CN(C)C(=O)c2cnccn2)Oc2cc(C3=CCCC3)ccc2S1(=O)=O
[16] O=C(Nc1nncs1)c1ccc2c(c1)OCO2
[17] CCCCC(=O)Nc1ccc(C(=O)N2CCCC(C(=O)OCC)C2)cc1 (stereo not drawn)
[18] C[C@@H](NC(=O)C[C@@H]1C=C[C@@H](NS(=O)(=O)c2cccc(F)c2)[C@H](CO)O1)c1ccccc1
assay / entry,13,14,15,16,17,18
Cneo AK release,-3.0,13.2,-2.2,-0.8,5.9,2.3
C2C12 statin,-25.3,3.6,4.8,-53.9,-1.8,3.5
esBAF inh,-59.1,-0.6,4.5,27.6,1.9,5.9
SIRT5 inh,2.4,-4.9,-0.6,-4.5,.,3.1
ERp5 inh,-9.0,2.5,-1.8,-13.2,.,-1.2
ARNT TACC3 PPI,.,-5.7,1.2,-0.8,-8.0,-9.8
miR-122 sensor,1.6,.,15.6[16.7 µM],0.0,-0.2,-0.2[16.7 µM]

[19] O=C(NCCOc1ccc(F)cc1)C1CCC(=O)N(CCN2CCOCC2)C1 (stereo not drawn)
[20] Cc1ccc(Cl)c2c1NC(=O)C2(O)CC(=O)c1ccc(F)cc1 (stereo not drawn)
[21] O=C(NCC1CC1)[C@H]1[C@H](CO)[C@H]2Cn3c(ccc(-c4ccccc4)c3=O)[C@@H]1N2CC1CC1
[22] COc1cc(C(O)c2nc(-c3cccc(F)c3)cs2)ccc1F (stereo not drawn)
[23] COc1ccccc1CN(C(=O)c1cnccn1)C(C(=O)NC1CCCCC1)c1cc(OC)c(OC)c(OC)c1 (stereo not drawn)
[24] N#Cc1ccc(CN2C=NS(=O)(=O)c3ccccc32)cc1
assay / entry,19,20,21,22,23,24
Cneo AK release,1.9,-1.2,-0.9,-23.1,4.0,.
C2C12 statin,-0.2,-2.6,6.0,2.5,4.4,.
esBAF inh,0.4,1.2,1.2,8.5,1.0,.
SIRT5 inh,-2.9,.,10.5,-3.7,1.2,0.0
ERp5 inh,2.3,.,1.3,2.4,4.0,0.1
ARNT TACC3 PPI,-3.5,-2.5,25.4,.,-5.8,-4.7
miR-122 sensor,.,3.4,3.4[16.7 µM],0.6,.,.

[25] Cc1c(C(=O)N2CCCCC2)c(S(=O)(=O)N2CCN(c3ccc(Cl)cc3)CC2)c(C)n1C
[26] C[C@H]1CN([C@@H](C)CO)C(=O)c2cccc(NC(=O)c3ccc(-c4nccs4)cc3)c2O[C@H]1CN(C)C(=O)Nc1cccc2ccccc12
[27] O=C(COc1ncnc2cc([N+](=O)[O-])ccc12)NCc1ccc2c(c1)OCO2
[28] Cc1ccsc1CNC(=O)C1(C)CCN1C(=O)C(C)C (stereo not drawn)
[29] CN1c2ccc(-c3ccccc3)cc2[C@@H]2[C@@H](CCN2C(=O)c2ccc(F)cc2)[C@@H]1CO
[30] CCOC(=O)NNc1ccc(C(F)(F)F)cn1
assay / entry,25,26,27,28,29,30
Cneo AK release,0.0,8.3,4.3,-3.6,-13.4,0.5
C2C12 statin,5.9,31.2,12.4,-3.7,12.1,-1.6
esBAF inh,4.8,-3.7,-1.2,3.4,0.6,-4.2
SIRT5 inh,-4.6,-1.7,.,.,2.5,0.3
ERp5 inh,-1.8,1.3,.,1.8,0.5,-3.1
ARNT TACC3 PPI,-1.8,.,3.7,.,-4.3,-6.0
miR-122 sensor,-13.1,7.9[16.7 µM],0.4,-2.2,11.7[16.7 µM],1.1

Laid out differently: 2 of the compounds above
item	structure	Cneo AK release	C2C12 statin	esBAF inh	SIRT5 inh	ERp5 inh	ARNT TACC3 PPI	miR-122 sensor
29	CN1c2ccc(-c3ccccc3)cc2[C@@H]2[C@@H](CCN2C(=O)c2ccc(F)cc2)[C@@H]1CO	-13.4	12.1	0.6	2.5	0.5	-4.3	11.7[16.7 µM]
30	CCOC(=O)NNc1ccc(C(F)(F)F)cn1	0.5	-1.6	-4.2	0.3	-3.1	-6.0	1.1

Continued:
[31] NC(=O)c1ccc(NC(=O)CSc2nnc(C3CCCCC3)n2N)cc1
[32] O=c1oc2ccccc2c2[nH]ccc12
[33] COc1ccc(S(=O)(=O)N(C)C[C@@H]2Oc3ccc(NS(=O)(=O)c4ccc(F)cc4)cc3C(=O)N([C@H](C)CO)C[C@@H]2C)cc1
[34] CCCCNc1c(-c2ccc(OC)c(SC(C)CC)c2)nc2ccc(Cl)cn12 (stereo not drawn)
[35] Cc1ccc(/C(=N/Nc2ncnc3ccccc23)C(=O)O)cc1
[36] CN(C(=O)c1cccc(NC(=O)Cc2ccc(NC(=O)C3CCN(C(=O)C4CCCCC4)CC3)cc2)c1)C1CCCC1
assay / entry,31,32,33,34,35,36
Cneo AK release,-0.2,0.0,0.0,3.1,-1.4,0.2
C2C12 statin,8.9,0.3,20.9,-6.5,43.1,1.3
esBAF inh,-2.8,-6.2,0.5,-1.9,51.5*,-4.0
SIRT5 inh,-2.4,1.0,13.4,0.6,1.6,-2.3
ERp5 inh,0.5,2.5,-7.2,-3.1,0.6,-1.1
ARNT TACC3 PPI,-3.8,0.4,-2.3,1.1,60.8*,-2.9
miR-122 sensor,-5.0,-1.6,-2.5[16.7 µM],6.9,0.6,1.2

[37] COc1ccc(N2CCN(c3nc(Nc4ccc(C)c(F)c4)nc(N4CCCC4)n3)CC2)cc1
[38] COc1ccc(OC)c(N(CC(=O)NCCSCc2ccco2)S(=O)(=O)c2ccccc2)c1
[39] CC(NC(=O)C(=O)NCCN1CCN(C(=O)c2ccccc2Br)CC1)c1ccccc1 (stereo not drawn)
[40] C[C@H](CO)N1C[C@H](C)[C@H](CN(C)Cc2ccc(Oc3ccccc3)cc2)Oc2c(NS(=O)(=O)c3ccc(Cl)cc3)cccc2C1=O
[41] NC(=O)C1CCN(C(=S)NC2CC3C=CC2C3)CC1 (stereo not drawn)
[42] COCCNC(=O)C[C@H]1C[C@@H]2c3cc(NC(=O)Nc4ccc(F)cc4)ccc3O[C@@H]2[C@H](CO)O1
assay / entry,37,38,39,40,41,42
Cneo AK release,-1.0,3.5,-0.8,3.4,2.7,-4.8
C2C12 statin,-0.6,-4.2,?,79.8*,.,-0.1
esBAF inh,-13.4,-2.7,-3.9,-2.9,.,-1.1
SIRT5 inh,2.4,0.2,5.6,0.2,-1.6,.
ERp5 inh,-1.7,-0.4,5.6,-3.6,3.3,.
ARNT TACC3 PPI,0.3,-3.8,3.8,2.2,-1.6,3.4
miR-122 sensor,-1.8,9.3,-3.0,-26.1[16.7 µM],-4.5,2.1[16.7 µM]

[43] CCOC(=O)Nc1cc(NC(=O)OCC)ncn1
[44] OCCCCC#Cc1c(-c2ccsc2)sc2ccccc12
[45] COc1ccc(C/C(N)=N/OC(=O)c2cccs2)cc1
[46] O=C(CN1CCN(C(=O)c2ccco2)CC1)Nc1c2c(nc3c1CCC3)CCCC2
[47] COc1cc(C2C(C#N)=C(N)Oc3n[nH]c(-c4cccnc4)c32)cc(Br)c1O (stereo not drawn)
[48] CCOC(=O)C(NC(=O)Nc1ccc(C(N)=O)cc1)(c1ccccc1)C(F)(F)F (stereo not drawn)
[49] Cn1c(=O)c2c(nc(N/N=C/c3ccc(OC(=O)c4ccco4)cc3)n2Cc2ccc(F)cc2)n(C)c1=O
assay / entry,43,44,45,46,47,48,49
Cneo AK release,-1.0,-2.8,.,-0.5,0.0,3.5,0.2
C2C12 statin,-1.3,11.8,.,5.7,-3.7,.,.
esBAF inh,-10.4,-2.8,.,3.0,-12.1,.,.
SIRT5 inh,5.3,.,-1.2,.,2.0,.,.
ERp5 inh,0.7,-4.5,0.1,.,-6.4,.,.
ARNT TACC3 PPI,-5.7,-10.9,-3.2,-0.9,7.9,-4.3,25.1
miR-122 sensor,-10.2,.,.,-4.2,-9.7,-1.6,-1.6

Grouped by structure: those above with a furan ring, fused or not (6)
[8] CC(=O)c1cccc(NC(=O)CN2C(=O)C(=O)N(Cc3ccco3)C2=O)c1
[9] Cc1ccc(C(C(=O)NC2CCCCC2)N(C(=O)c2csnn2)C2CC2)o1 (stereo not drawn)
[10] COc1ccc(-c2ccc(C3C(C#N)=C(N)Oc4n[nH]c(C)c43)o2)cc1 (stereo not drawn)
[38] COc1ccc(OC)c(N(CC(=O)NCCSCc2ccco2)S(=O)(=O)c2ccccc2)c1
[46] O=C(CN1CCN(C(=O)c2ccco2)CC1)Nc1c2c(nc3c1CCC3)CCCC2
[49] Cn1c(=O)c2c(nc(N/N=C/c3ccc(OC(=O)c4ccco4)cc3)n2Cc2ccc(F)cc2)n(C)c1=O
assay / entry,8,9,10,38,46,49
Cneo AK release,-1.0,-1.0,-1.5,3.5,-0.5,0.2
C2C12 statin,-10.8,.,-1.8,-4.2,5.7,.
esBAF inh,-0.8,2.1,8.3,-2.7,3.0,.
SIRT5 inh,-1.5,.,.,0.2,.,.
ERp5 inh,1.3,.,.,-0.4,.,.
ARNT TACC3 PPI,-11.6,-0.5,19.8,-3.8,-0.9,25.1
miR-122 sensor,2.5,10.0,-2.6,9.3,-4.2,-1.6
